EBV gp42 inh: Epstein-Barr virus gp42 inhibitors, primary screen, biochemical, uHTS, fluorescence polarization | Glycoprotein 42 (Epstein-Barr virus (strain AG876)), Q1HVG2 | Fluorescence polarization binding assay, mP read-out | inhibition, % (tested at 21.74 µM) | 0.42% of 220,000 active | AID 1085, 2008; in the data active = inhibition above about 50%
eIF4E 4G PPI: eIF4E–eIF4G protein interaction inhibitors, primary screen, biochemical, uHTS, TR-FRET, eIF4GI fragment; Eukaryotic translation initiation factor 4E (Mus musculus) + Eukaryotic translation …; TR-FRET eIF4E-eIF4GI(517-606) binding, 2 h; inhibition, % at 21.7 µM; 0.37% of 220,000 active;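 active = inhibition above about 30%, limit read from the data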;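 also: 0% = full FRET control wells and 100% = background wells lacking eIF4GI fragment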
Target sequence (P63073 whole entry, looked up, the tested form may be a part): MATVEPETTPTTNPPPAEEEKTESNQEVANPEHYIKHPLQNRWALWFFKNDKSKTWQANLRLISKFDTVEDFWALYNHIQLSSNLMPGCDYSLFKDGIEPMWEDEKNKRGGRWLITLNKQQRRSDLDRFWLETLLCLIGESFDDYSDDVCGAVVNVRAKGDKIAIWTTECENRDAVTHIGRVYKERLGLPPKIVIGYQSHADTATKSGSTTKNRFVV
Target sequence (Q04637 whole entry, looked up, the tested form may be a part): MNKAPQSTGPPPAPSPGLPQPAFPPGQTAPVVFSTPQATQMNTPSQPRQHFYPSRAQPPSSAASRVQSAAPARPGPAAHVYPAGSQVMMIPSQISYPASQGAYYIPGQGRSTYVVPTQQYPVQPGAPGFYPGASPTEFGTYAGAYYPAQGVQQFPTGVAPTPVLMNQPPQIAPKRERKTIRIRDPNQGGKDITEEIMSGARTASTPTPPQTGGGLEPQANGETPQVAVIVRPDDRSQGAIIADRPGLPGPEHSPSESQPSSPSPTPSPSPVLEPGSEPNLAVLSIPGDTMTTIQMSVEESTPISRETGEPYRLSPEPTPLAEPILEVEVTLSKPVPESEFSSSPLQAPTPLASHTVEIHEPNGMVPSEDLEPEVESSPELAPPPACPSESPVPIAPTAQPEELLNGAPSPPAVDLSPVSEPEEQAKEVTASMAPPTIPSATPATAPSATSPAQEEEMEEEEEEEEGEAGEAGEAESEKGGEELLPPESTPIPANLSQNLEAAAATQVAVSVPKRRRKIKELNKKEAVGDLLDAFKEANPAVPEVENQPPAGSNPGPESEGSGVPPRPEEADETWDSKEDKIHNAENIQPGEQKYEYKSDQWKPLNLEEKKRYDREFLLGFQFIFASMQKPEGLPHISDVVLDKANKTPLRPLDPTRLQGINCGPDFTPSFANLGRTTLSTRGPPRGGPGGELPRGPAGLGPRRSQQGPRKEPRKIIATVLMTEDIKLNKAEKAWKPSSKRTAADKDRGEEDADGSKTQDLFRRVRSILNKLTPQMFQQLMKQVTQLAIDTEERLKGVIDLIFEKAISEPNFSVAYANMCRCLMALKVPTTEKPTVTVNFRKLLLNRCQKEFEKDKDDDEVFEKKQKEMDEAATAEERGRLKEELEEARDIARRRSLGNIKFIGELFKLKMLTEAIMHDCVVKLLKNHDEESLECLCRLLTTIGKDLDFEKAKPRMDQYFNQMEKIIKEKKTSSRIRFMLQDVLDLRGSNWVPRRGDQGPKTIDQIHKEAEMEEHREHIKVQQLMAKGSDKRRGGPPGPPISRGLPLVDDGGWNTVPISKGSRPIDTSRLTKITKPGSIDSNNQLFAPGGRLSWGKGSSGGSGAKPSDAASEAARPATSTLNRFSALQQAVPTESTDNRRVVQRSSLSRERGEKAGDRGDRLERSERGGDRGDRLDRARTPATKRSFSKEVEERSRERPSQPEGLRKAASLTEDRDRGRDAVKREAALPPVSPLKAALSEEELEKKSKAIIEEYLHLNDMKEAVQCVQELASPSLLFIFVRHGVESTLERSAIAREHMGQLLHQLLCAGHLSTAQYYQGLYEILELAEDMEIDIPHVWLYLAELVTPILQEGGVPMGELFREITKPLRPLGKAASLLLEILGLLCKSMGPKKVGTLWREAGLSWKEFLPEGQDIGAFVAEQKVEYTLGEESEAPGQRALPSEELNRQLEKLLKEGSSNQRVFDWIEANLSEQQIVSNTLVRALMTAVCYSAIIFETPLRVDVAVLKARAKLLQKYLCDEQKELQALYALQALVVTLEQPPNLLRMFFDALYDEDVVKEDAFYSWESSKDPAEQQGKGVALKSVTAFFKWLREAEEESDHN
PERK inh: block of dimerizer-induced PERK translation repression, primary screen, PERK inhibitor project, CHO PERK-DD cells, SEAP luminescence, HTS | CHO PERK-DD fusion, SEAP luminescence translation reporter | inhibition, % at 5.6 µM | 0.17% of 220,000 active | AID 1416, 2008;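 active = inhibition above the mean inhibition of all tested compounds plus 3 SD, set separately per screening campaign, cut at about 2.9% in these data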;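 also: PERK kinase domain activated by AP20187 dimerizer at 100 nM; 0% = DMSO with dimerizer and 100% = rapamycin at 8.4 µM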
m-calpain inh: inhibitors of pig calpain II, primary screen, biochemical, fluorogenic peptide substrate, 1536-well. purified calpain II, 30 min. inhibition, % at 16 µM. 0.37% of 220,000 active;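 active = inhibition above about 50%, limit read from the data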
TNF death inh: inhibitors of TNF-alpha triggered necroptosis, primary screen, cell-based, Jurkat FADD-/-, single concentration | Jurkat FADD-/- TNF necroptosis rescue, ATP luminescence, 24 h; 0 = TNF only, 100 = no-TNF cells | activation (protection from cell death), % at 10 µM | 0.068% of 220,000 active;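 active = activation, meaning protection from cell death, of at least 50% relative to plate controls; inactive = activation below 50%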;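 also: necroptosis triggered by 40 ng/mL TNF-alpha added together with compound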
KCC2 mod: KCC2 cotransporter modulators, thallium flux, primary screen, cell-based, HEK293 KCC2, FluoZin-2 fluorescence, MLSMR. Solute carrier family 12 member 5 (Homo sapiens), Q9H2X9. KCC2 cells, thallium flux FluoZin-2 fluorescence. B-score of Tl+ flux slope (higher = more flux/activation; lower = inhibition) at 10 µM. 2.2% of 190,000 active. AID 1456, 2008;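 active = thallium flux slope and its plate-corrected score both differing from the plate sample mean at a set confidence after two filtering rounds, in either direction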;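 also: slope of fluorescence scaled to starting intensity during 10 to 20 s after thallium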
Rad51 HR inh: human RAD51 strand exchange inhibitors, primary screen, biochemical, fluorescence; DNA repair protein RAD51 homolog 1 (Homo sapiens), Q06609; hRad51 DNA strand exchange, fluorescence dequenching; inhibition, % at 10 µM; 0.085% of 200,000 active;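 active = inhibition above 40% at the single screening dose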;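 also: 0% = DMSO control wells and 100% = blanks with heterologous ssDNA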
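Assay system: Human Rad51 nucleoprotein filaments preassembled on unlabelled ssDNA | Reagent: Donor/quencher-labelled 47-bp dsDNA substrate | Doses: One concentration, 10 µM final | Times: 37 °C 15-min filament assembly, 30-min compound preincubation, 15-min exchange | Technique: Fluorescein emission 520 nm, excitation 485 nm | Benchmarks: Plate control and blank wells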
L929 necroptosis: inhibitors of zVAD-triggered necroptosis, primary screen, L929 cells; L929 zVAD necroptosis rescue, ATP luminescence, 24 h; with zVAD 60 µM; viability rescue, % at 10 µM; 0.38% of 220,000 active; AID 1377, 2008;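 active = activation, scaled between plate controls, above about 75%, limit read from the data; inactive = activation under that limit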;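 also: 0% = zVAD with DMSO and 100% = DMSO alone without zVAD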
Mdm2 ligase inh: MDM2-luciferase reporter signal enhancers, primary screen, MDM2 E3 ligase inhibitor project, cell-based, luminescence, 1536-well | cell-based MDM2 ubiquitination luciferase reporter, 2 h; 0 = plate control, 100 = twice control, blank-subtracted | signal enhancement, % at 5 µM | 0.11% of 210,000 active;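 active = signal enhancement of 30% or more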;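 also: luminescence tracks abundance of the self-degrading MDM2-luciferase fusion protein; higher signal means inhibition of MDM2 E3 ligase activity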
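test system = mammalian cells stably expressing self-ubiquitinating, self-degrading MDM2 E3–luciferase fusion | quantity = 2000 cells/well | incubation = cell settling 4 h, compound treatment 2 h, both 37 °C | signal = luminescence with SteadyLite reagent, 15 min at room temperature | evaluation = % enhancement relative to plate controls after blank subtraction | benchmarks = plate controls and plate blanks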
The depositor's hits bear a star; / = no result given; [ ] = dose if it differs, or a comment.

No.	mol	eIF4E 4G PPI	m-calpain inh	KCC2 mod	TNF death inh	Rad51 HR inh	EBV gp42 inh	PERK inh	L929 necroptosis	Mdm2 ligase inh
1	Cc1ccc2oc(-c3cccc(NC(=S)NC(=O)/C=C/c4ccco4)c3)nc2c1	6.1	-76.7	-1.11	-10.9	4.1	-27.2	0.2	0.0	-29.8
2	O=C(COc1cccc(Br)c1)NN=C1c2ccccc2-c2ccccc21	18.6	-6.4	1.49	-1.2	-4.5	10.9	1.1	0.0	-11.1
3	Cc1ccc(-c2cc(C(=O)N/N=C/c3c(C)nn(C)c3C)c3ccccc3n2)cc1C	-13.1[fluorescence artefact?]	-210.6	0.0837	-9.5	4.5	-24.3	-2.2	0.0	-10.6
4	COc1ccc(N2CCN(C(=O)CCc3ccc(S(=O)(=O)NC(C)(C)C)cc3)CC2)cc1	-5.7	-4.8	-0.106	3.7	3.1	-2.0	-0.5	-0.8	3.2
5	COc1cc(C(=O)Nc2cnc(NC(=O)C(C)C)cc2C)cc(OC)c1OC	1.7[fluorescence artefact?]	14.2	-0.581	-4.5	-4.4	2.6	0.5	-0.1	-22.0
6	Cc1cccc(N2CCN(S(C)(=O)=O)CC2)c1C	-13.2[fluorescence artefact?]	1.0	-0.118	-1.9	/	-4.3	1.3	-0.3	-39.4
7	Cc1ccc(-n2nnnc2SCC(=O)NC2CCCc3ccccc32)cc1 (stereo unspecified)	2.5	15.7	-4.6*	2.0	/	-12.4	-1.1	1.3	/
8	CCN(CC)S(=O)(=O)c1cccc(-c2n[nH]c(=S)n2/N=C/c2ccc(C(=O)OC)cc2)c1	27.0	-29.2	2.87*	2.0	2.1	-35.6	0.3	0.8	-4.6
9	Cn1nnc(NCc2cc(Br)ccc2OCc2ccccc2F)n1	5.3	37.0	-4.13*	2.2	/	-4.0	1.5	0.8	-12.8
10	CC1=CC=CN2C1=NC(=O)CC2(C)C(=O)N(CC(=O)NC1CCCC1)c1ccccc1C (stereo unspecified)	2.4	-439.1	0.207	0.3	1.1	1.4	0.8	0.6	-1.5
11	COC(=O)CSc1nc2c(c(-c3ccco3)c1C#N)CCCC2	4.7	0.4	1.36	0.7	1.3	7.2	-0.8	-0.1	-4.6
12	CCn1c(Cc2ccccc2)nnc1SCC(=O)Nc1ccc(N)cc1	-6.0	-6.0	-0.0348	4.1	9.7	-15.7	-0.1	0.2	-15.0
13	CN(CCCCCCCCC(=O)/C=N/O)Cc1ccccc1	1.3	-11.6	-0.215	-4.7	-1.1	-4.0	-1.1	-0.4	-10.7
14	CC(=O)c1cnn(-c2ccc(Cl)c(Cl)c2Cl)c1C	-3.5	8.3	-1.04	-1.3	4.7	-5.7	2.0	0.4	-9.1
15	C(=N\c1nc2ccccc2n1CCN1CCOCC1)/c1cccs1	2.1	-7.2	/	-11.0	-10.2	-22.2	-1.1	-0.1	-13.6
16	C=CCn1c(SCC(=O)c2c(N)n(C)c(=O)n(C)c2=O)nnc1-c1ccccc1F	1.5	-11.5	-0.694	-0.8	4.8	-11.7	0.9	3.4	-20.8
17	Cn1c(=O)c2c(nc(CN3CCN(C(=O)c4ccco4)CC3)n2CCc2ccccc2)n(C)c1=O	4.1	2.4	-0.754	-0.5	-4.2	-5.3	-0.3	-0.1	-17.4
18	COC(=O)c1cc2c(N)c(C(=O)c3ccccc3)sc2nc1C(OC)OC	-5.1	20.3	-1.49	-0.2	-22.3	-19.3	-0.9	-0.7	-16.2
19	O=C(CN1CCCC1)Nc1c2c(nc3ccccc13)N(Cc1ccccc1)CC2	-0.5	-117.2	/	2.1	-3.4	-10.8	-1.0	-0.7	-22.4
20	C=CCc1c(OC)ccc2ccc(=O)oc12	-5.0	-218.3	-0.199	-1.8	0.9	-7.8	0.2	0.6	-8.5

Entries listed so far containing fluorine, in the order listed:
No.	mol	eIF4E 4G PPI	m-calpain inh	KCC2 mod	TNF death inh	Rad51 HR inh	EBV gp42 inh	PERK inh	L929 necroptosis	Mdm2 ligase inh
9	Cn1nnc(NCc2cc(Br)ccc2OCc2ccccc2F)n1	5.3	37.0	-4.13*	2.2	/	-4.0	1.5	0.8	-12.8
16	C=CCn1c(SCC(=O)c2c(N)n(C)c(=O)n(C)c2=O)nnc1-c1ccccc1F	1.5	-11.5	-0.694	-0.8	4.8	-11.7	0.9	3.4	-20.8

(next part)
No.	mol	eIF4E 4G PPI	m-calpain inh	KCC2 mod	TNF death inh	Rad51 HR inh	EBV gp42 inh	PERK inh	L929 necroptosis	Mdm2 ligase inh
21	COC(=O)c1ccc(N2CCN(C(C)=O)CC2)c(NC(=O)c2cccnc2)c1	-1.0	-19.8	-0.0477	0.0	-0.8	0.0	0.0	3.0	-5.9
22	Clc1ccc(COn2nnc3ccccc32)c(Cl)c1	-0.5	16.4	0.869	-1.6	-7.5	-6.9	0.0	0.7	-27.8
23	CC(=O)NC(=O)COC(=O)/C=C/c1c(C)nn(Cc2c(Cl)cccc2Cl)c1Cl	1.2	-20.7	/	-2.2	-7.2	-5.0	0.8	-0.2	-3.8
24	Cn1cccc1-c1nc2ccccc2n1C	-0.7	-44.1	-0.137	0.1	-2.2	0.3	0.1	9.7	1.9
25	Cc1cc(C)nc(N(C#N)CC(=O)c2ccccc2)n1	6.2	-61.5	-0.446	-9.6	0.1	-7.8	-0.1	0.2	-30.2
26	COC(=O)CC1C(=O)NCCN1C(=O)c1ccccc1 (stereo unspecified)	-1.0[fluorescence artefact?]	-5.6	0.466	0.7	-5.6	-10.0	0.6	0.0	-10.9
27	COC(=O)c1cc(NC(=O)c2ccc([N+](=O)[O-])cc2)c(=O)oc1C	-1.9	6.3	-0.847	1.9	16.5	-5.8	0.4	1.0	1.0
28	CCOc1cc(/C=N/NC(=O)c2cc(C)[nH]n2)ccc1OC(=O)c1ccc([N+](=O)[O-])cc1	-14.9	19.3	-0.923	34.4	/	-17.7	0.5	12.9	-18.2
29	CCOC(=O)C1CN(S(=O)(=O)c2ccc(C)cc2)c2cc(S(=O)(=O)CC)ccc2O1 (stereo unspecified)	-3.1	8.7	0.822	-3.5	3.7	-2.4	-0.8	0.2	-65.8
30	O=C1NC(c2ccccc2Cl)=N/C1=C/c1ccco1	1.3	-0.6	-0.414	-0.3	-2.3	-13.3	-0.1	1.1	-14.5
31	COc1ccc(CC2S/C(=N/N=C/c3ccccc3O)NC2=O)cc1 (stereo unspecified)	-3.1	-21.2	-0.55	-1.1	3.4	-12.2	1.4	3.0	-4.7
32	Cc1cc(C)n(CC(=O)N/N=C/c2cccs2)n1	2.0[fluorescence artefact?]	0.7	0.0266	1.5	2.9	-5.0	0.3	2.3	-4.2
33	COc1cccc(NC(=O)c2ccc(C(=O)c3ccccc3)o2)c1	-0.9	-1.4	-1.3	-0.5	3.5	3.4	0.3	6.9	-3.5
34	CCOC(=O)c1c(NC(=S)N2CCN(C)CC2)sc2c1CCN(C(=O)OCC)C2	-0.8	-26.6	-0.315	-10.7	-17.0	-6.9	-0.1	-2.0	-3.3
35	CC1(c2cc([N+](=O)[O-])cc([N+](=O)[O-])c2)CC(C)(C)N(C(=O)c2ccccc2)c2ccccc21 (stereo unspecified)	8.4	-30.0	/	0.5	-2.3	-2.3	-0.2	-0.1	-13.0
36	O=c1cc[nH]c2ccc([N+](=O)[O-])cc12	1.5	-0.3	0.0102	0.3	-11.4	1.3	0.5	3.4	-12.3
37	COc1ccccc1NC(=O)Cc1noc(CN(C)Cc2cccs2)n1	-2.3	-29.4	-1.59	-0.4	-1.2	-13.7	-0.4	0.1	5.5
38	Cc1cc(-c2nnc(CCC(=O)NC(C)c3ccccc3Cl)o2)no1 (stereo unspecified)	-1.1	-0.3	-0.134	-0.2	1.2	4.2	0.1	3.9	-8.4
39	COc1ccccc1N1CCN(C(=O)c2cc(N3C(=O)C4C5CCC(C5)C4C3=O)ccc2Cl)CC1 (stereo unspecified)	0.1	-17.4	0.323	1.2	7.1	6.2	-0.6	0.1	-5.8
40	ClC1(Cl)CC1Cn1cnc2ccccc21 (stereo unspecified)	-0.2	-2.9	/	0.9	/	-7.3	0.8	0.4	-2.5

Values by screen from the entries so far.
L929 necroptosis, compounds 31–34: 3.0, 2.3, 6.9, -2.0
eIF4E 4G PPI, compounds 31–34: -3.1, 2.0[fluorescence artefact?], -0.9, -0.8
EBV gp42 inh, compounds 31–34: -12.2, -5.0, 3.4, -6.9

Going on with the list:
No.	mol	eIF4E 4G PPI	m-calpain inh	KCC2 mod	TNF death inh	Rad51 HR inh	EBV gp42 inh	PERK inh	L929 necroptosis	Mdm2 ligase inh
41	Cc1csc(SCCn2c(Br)nc3c2c(=O)[nH]c(=O)n3C)n1	-2.6	22.5	0.536	-0.9	-7.9	-17.1	0.1	0.3	3.3
42	c1ccc2c(Nc3ccc4c(c3)OCCO4)c3c(nc2c1)CCC3	0.2	21.6	-2.47	-2.8	13.5	-9.9	0.6	1.3	1.3
43	Cc1nnc(SC(=O)N2c3ccccc3Sc3ccccc32)s1	-3.1	-21.7	-1.52	-21.5	-0.9	15.8	0.0	0.2	-6.0
44	[O-][n+]1onc2c1CCC(=N/O)/C2=N\Nc1ccccc1	17.0	17.5	0.0371	-8.8	7.2	-10.9	0.0	0.6	-18.2
45	O=C(C1CCN(S(=O)(=O)c2ccc(F)cc2)CC1)N1CCOCC1	-5.0	-13.7	0.0277	0.1	-8.4	-21.1	1.5	0.5	-10.1
46	O=C(Nc1ccc(CN2CCOCC2)cc1)c1cc2ccccc2o1	3.9	-1.8	-0.759	-0.7	4.8	4.3	-0.1	55.3	-49.1
47	C=CCNC(=O)c1onc(CCl)c1C(=O)OC	-1.6	-14.4	-0.0676	-8.3	-6.3	-12.2	1.3	-0.4	14.0
48	Cc1cccc(C(=O)NN(C)c2nc(-c3ccccc3)nnc2C(F)(F)F)c1	-5.6	1.9	0.957	-3.2	0.3	-8.2	0.7	-0.3	-14.0
49	CN1C(=O)S/C(=C/c2cccnc2)C1=O	0.2	-4.6	/	-2.0	-3.1	6.0	1.6	0.1	-9.9
50	Oc1ccc(N=Cc2ccc(OCc3ccccc3)cc2)cc1	-2.8	-8.9	/	-7.3	-5.1	-9.1	-0.1	0.4	-4.6
51	CC(=O)Nc1ccc(S(=O)(=O)N2CCSCC2)cc1	11.3	4.9	0.653	1.3	12.9	-16.8	0.8	-0.1	-10.6
52	COc1cc2ccccc2cc1C(=O)Nc1ccccc1N1CCN(S(C)(=O)=O)CC1	-4.2	-29.2	-0.798	-0.9	1.4	-3.4	-0.4	-0.4	0.7
53	CCc1ccc(-c2nc(CSCC(=O)NCc3ccco3)c(C)o2)cc1	3.6	-25.2	-1.26	-0.7	5.2	-2.8	1.5	1.5	-13.2
54	Cc1ccccc1NC(=O)c1nn(-c2ccc(F)c(F)c2)ccc1=O	-0.6	-5.8	0.312	3.6	24.7	-5.7	0.5	1.0	-1.9

Screens: PubChem BioAssay, several laboratories
